L major viab: reduces viability of Leishmania major promastigotes; actives 9% (n = 200,000); inhibition, % at 10 µM; resazurin fluorescence viability; in the data active = inhibition above about 50%;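 note: promastigotes grown with compound for 44 hours at 28 °C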
PMI act: phosphomannose isomerase (human) activation | AID 1214 | P34949 | purified human PMI, coupled resazurin fluorescence, 20 min; active compounds read high; 1 = vehicle control, 0 substrate-free wells | actives 0.005% (n = 190,000) | activation factor at 20 µM;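 active = activation factor of 2 or more at 20 µM, relative to plate controls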
Target sequence (P34949 whole entry, looked up): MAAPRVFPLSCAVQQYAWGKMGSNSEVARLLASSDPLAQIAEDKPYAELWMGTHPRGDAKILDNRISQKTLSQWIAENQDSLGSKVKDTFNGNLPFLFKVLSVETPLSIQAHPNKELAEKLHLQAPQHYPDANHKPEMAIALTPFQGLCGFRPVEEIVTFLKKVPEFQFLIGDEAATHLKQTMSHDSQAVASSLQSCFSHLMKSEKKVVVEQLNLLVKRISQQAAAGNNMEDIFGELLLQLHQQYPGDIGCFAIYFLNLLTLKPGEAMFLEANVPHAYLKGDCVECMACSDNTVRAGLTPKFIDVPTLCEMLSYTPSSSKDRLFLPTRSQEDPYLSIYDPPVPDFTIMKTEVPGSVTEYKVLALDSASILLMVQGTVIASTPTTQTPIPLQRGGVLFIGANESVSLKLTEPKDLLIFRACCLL
bIAP activator: intestinal alkaline phosphatase (bovine) activation. purified bovine IAP, CDP-star luminescence, 30 min; active compounds read high; fold of DMSO-control signal, blank-subtracted. activation factor at 20 µM. actives 0.17% (n = 200,000). AID 1016;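 active = activation factor of 2 or more at 20 µM, a signal rise over negative controls twice the positive control's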
Diaphorase act: diaphorase activation or chemical reduction counter-screen; Diaphorase/resazurin coupled assay, resorufin fluorescence, 16 min; active compounds read high; 1 = vehicle wells, 0 = NADH-free wells; activation factor at 20 µM; actives 0.005% (n = 190,000);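 active = diaphorase activity raised at least twofold by the compound at 20 µM; inactive = activation factor below 2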
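Test system: Clostridium kluyveri diaphorase, purified enzyme; input: enzyme 0.07 U/mL final; buffer or medium: 50 mM HEPES pH 7.4 with 4.542 mM MgCl2, 0.005% Tween 20; also added: 0.114 mM NADH and 0.1 mM resazurin, final amounts; schedule: 16 min enzyme reaction, ambient temperature; technique: fluorescence of resorufin, 544 nm excitation, 590 nm emission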
TNAP act hiacc: activators of human TNAP at high phosphate acceptor concentration | purified TNAP, CDP-star luminescence, 1 M DEA, 30 min; active compounds read high; 0 = EDTA background, 1 = DMSO-only activity | activation factor at 20 µM | 200,000 tested, under 10 active;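 active = activation factor at least 2 at 20 µM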
Target sequence (P05186 whole entry, looked up): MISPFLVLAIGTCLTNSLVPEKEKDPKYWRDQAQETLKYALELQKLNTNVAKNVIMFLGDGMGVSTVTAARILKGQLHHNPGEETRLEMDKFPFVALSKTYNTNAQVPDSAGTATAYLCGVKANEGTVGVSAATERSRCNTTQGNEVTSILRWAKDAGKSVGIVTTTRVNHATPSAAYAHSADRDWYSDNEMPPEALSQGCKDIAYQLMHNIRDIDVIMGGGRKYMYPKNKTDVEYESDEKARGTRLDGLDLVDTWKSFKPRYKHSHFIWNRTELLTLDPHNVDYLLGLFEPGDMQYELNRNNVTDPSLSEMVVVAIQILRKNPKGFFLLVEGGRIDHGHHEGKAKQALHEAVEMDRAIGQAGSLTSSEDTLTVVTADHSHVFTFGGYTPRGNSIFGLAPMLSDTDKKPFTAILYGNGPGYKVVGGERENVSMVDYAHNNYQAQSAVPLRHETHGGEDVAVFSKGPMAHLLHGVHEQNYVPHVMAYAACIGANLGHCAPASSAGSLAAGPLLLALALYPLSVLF
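Dosing: 20 µM single point. System: human TNAP. Amount: TNAP 1/800 final. Incubation: 30 min, room temperature. Read-out: TNAP activation factor scaled between EDTA and DMSO control wells. Signal: luminescence from CDP-star hydrolysis. Medium: 1 M DEA, pH 9.8, Mg2+, Zn2+. Control set: EDTA negative control, DMSO positive control.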
TNAP inh hi DEA: inhibitors of human TNAP at high phosphate acceptor concentration; P05186; purified TNAP, CDP-star luminescence, 1 M DEA; inhibition, % at 20 µM; actives 0.03% (n = 200,000);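 active = over 50% inhibition of tissue-nonspecific alkaline phosphatase at 20 µM in the single-dose screen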;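 note: plate controls were DMSO wells for no effect and EDTA-quenched wells as full inhibition for full effect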
TNAP inh no acc: inhibitors of human TNAP without phosphate acceptor; P05186; purified TNAP, CDP-star luminescence, 30 min; inhibition, % at 20 µM; actives 0.26% (n = 200,000); AID 1012;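 active = tissue-nonspecific alkaline phosphatase inhibition above about 50% at 20 µM in the single-dose screen, limit read from the data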;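 note: 0% = DMSO negative control and 100% = EDTA positive control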
bIAP inhibitor: intestinal alkaline phosphatase (bovine) inhibition | purified bovine IAP, CDP-star luminescence, 30 min | inhibition, % at 20 µM | 190,000 tested, under 10 active | AID 1019;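 active = over 50% inhibition of intestinal alkaline phosphatase at 20 µM in the single-dose screen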
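System: purified bovine intestinal alkaline phosphatase (IAP) enzyme; Input: IAP diluted 1/65,000,000 in the well; Measured by: CDP-star luminescence signal; Compound dosing: 20 µM single dose; Incubation: 30 min reaction at room temperature.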
PMI act hi M6P: PMI (human) activation, high substrate; actives 0.34% (n = 190,000); P34949; activation factor at 20 µM; coupled PMI enzyme assay, resazurin fluorescence, 20 min; active compounds read high; 1 = untreated enzyme, 0 = substrate-free blank;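 active = activation factor of 2 or more at 20 µM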
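Technique: Diaphorase-driven resazurin-to-resorufin fluorescence, excitation 544, emission 590 nm | Assay system: Human PMI in coupled enzyme assay | Times: Enzyme reaction with compound 20 min at room temperature | Medium: HEPES-buffered pH 7.4 with magnesium and detergent | Reagent: Mannose-6-phosphate 1.0 mM (near-saturating) plus 0.22 mM NADP+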
Diaphorase inh: inhibits diaphorase or chemically oxidizes, flagging diaphorase assay artifacts; actives 0.69% (n = 190,000); inhibition, % at 20 µM; diaphorase resazurin-to-resorufin fluorescence, NADH, 16 min; bacterial (C. kluyveri) enzyme, not human; AID 1217;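 active = primary screen inhibition at 20 µM above a set limit, cut at about 50% in these data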;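 note: plate controls were DMSO with full reaction for no effect and wells lacking NADH for full effect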
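controls = No-NADH positive control and DMSO neutral control | system = Clostridium kluyveri diaphorase enzyme | timing = reaction incubation of 16 min at room temperature | signal = resorufin fluorescence 544/590 nm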
* hit, by the source's call; nt = not tested or not shown.

SMILES	L major viab	PMI act	bIAP activator	Diaphorase act	TNAP act hiacc	TNAP inh hi DEA	TNAP inh no acc	bIAP inhibitor	PMI act hi M6P	Diaphorase inh
CC(Cc1ccccc1)(NC(=O)CN)c1ccccc1 (configuration not stated)	nt	1	0.9	0.9	1	-4	-8	14	1	6
CCN(CC)C(=O)CNC(=S)N(CCCN1CCOCC1)Cc1cccs1	-3	1	0.7	1	1	-3	-11	25	1	4
CCOC(=O)Nc1ccc2c(c1)Nc1ccccc1S2	67*	0.7	0.9	0.6	1	3	-2	10	0.6	41
CCn1cc(C(=O)NC2CCC(C)CC2)c(=O)c2cc(S(=O)(=O)N3CCCCC3)ccc21 (configuration not stated)	76*	1	1.1	0.9	1	-2	-6	-6	1	13
CC(C)(C)c1ccc(OCCNC(=O)c2ncn[nH]2)cc1	70*	0.9	1.3	0.9	1	-3	-22	-35	0.9	15
Cc1cccc(N2CCN(C3=NC(=O)C(=C4CCCCC4)S3)CC2)c1	19	1	1	0.9	1.1	-8	-11	4	1	15
Cc1ccc(S(=O)(=O)n2ccc(OC(=O)c3cccs3)n2)cc1	-3	0.9	1	0.9	1	-2	-8	-2	1	6
CCCCc1ccc(/C=C(\C#N)C(N)=S)s1	-9	0.9	0.9	0.7	1	2	4	14	0.9	31
Cc1ccc(-n2c3nc(=O)[nH]c(=O)c-3cc3c(C)nn(-c4ccccc4)c32)c(C)c1	-6	1.1	1.1	0.8	1	2	2	-5	1	19
Cc1ccccc1C(=O)Oc1ccc(Br)cc1C(=S)N1CCCC1	27	0.9	0.6	0.9	1	-1	-8	37	1	9
C=CCSc1nc(N)c(C#N)c(-c2ccccc2)c1C#N	-3	1.1	0.9	1	1	-5	6	9	1	-2
O=C(Nc1nnc(-c2ccc(F)cc2)o1)c1cc(Cl)sc1Cl	62*	1.2	1	0.9	1	2	-41	2	1.2	10
COc1ccccc1C(=O)NCC1(c2ccccc2)CCCC1	7	0.9	0.9	0.8	1.1	-8	-15	14	0.8	20
NC(=O)N(CCC(=O)O)c1ccccc1	-5	0.8	0.6	0.9	1	1	-7	40	1	9
O=C(Nc1nc2ccc(Oc3ccccc3)cc2s1)c1cc([N+](=O)[O-])ccc1N1CCOCC1	-4	0.9	0.8	0.8	1	4	-2	22	0.9	23
Cn1nccc1C(=O)Nc1ccc2c(c1)OCCO2	17	0.9	1	0.8	1	-5	-9	-2	0.8	21
CCOc1ccc(N2CC(C(=O)Nc3ccccc3N3CCOCC3)CC2=O)cc1 (configuration not stated)	77*	1.1	1	1	1.1	-5	25	-3	1.1	-3
COc1ccc(-c2csc3nc(-c4cccnc4)nc(N4CCC(C(N)=O)CC4)c23)cc1OC	19	0.9	0.9	0.8	1.1	-6	-10	9	0.9	24
COc1cccc(C(=O)Nc2ccc(C(=O)NCC(C)C)cc2)c1	-8	1	1	1	1	-3	-12	-3	1.1	-2
CCOC(=O)C1(CC/C(C)=N\NC(N)=O)CC(C)OC1=O (configuration not stated)	-10	1	0.7	1	1	3	-11	26	1.1	3

Next part; the last four above are carried over.
SMILES	L major viab	PMI act	bIAP activator	Diaphorase act	TNAP act hiacc	TNAP inh hi DEA	TNAP inh no acc	bIAP inhibitor	PMI act hi M6P	Diaphorase inh
CCOc1ccc(N2CC(C(=O)Nc3ccccc3N3CCOCC3)CC2=O)cc1 (configuration not stated)	77*	1.1	1	1	1.1	-5	25	-3	1.1	-3
COc1ccc(-c2csc3nc(-c4cccnc4)nc(N4CCC(C(N)=O)CC4)c23)cc1OC	19	0.9	0.9	0.8	1.1	-6	-10	9	0.9	24
COc1cccc(C(=O)Nc2ccc(C(=O)NCC(C)C)cc2)c1	-8	1	1	1	1	-3	-12	-3	1.1	-2
CCOC(=O)C1(CC/C(C)=N\NC(N)=O)CC(C)OC1=O (configuration not stated)	-10	1	0.7	1	1	3	-11	26	1.1	3
Cc1ccc(S(=O)(=O)NCCN(CCNS(=O)(=O)c2ccc(C)cc2)S(C)(=O)=O)cc1	-5	0.9	1	0.8	1.1	-6	1	1	1	16
N#C/C(=C\c1cccs1)Sc1nc2ccccc2s1	14	0.9	0.2	0.9	1	1	-3	nt	1	8
O=C(COC(=O)COc1ccccc1)NCc1ccccc1	0	1.1	1.1	1	1	-2	0	-11	1	-2
COCCN(Cc1cc2cc(C)c(C)cc2nc1Cl)C(=O)Nc1ccccc1	-6	1.1	0.9	1.1	1.1	-12	-11	7	1	-15
Oc1ccc2nc(Cc3ccccc3)[nH]c2c1	-5	0.9	0.9	0.9	1	-5	-10	9	1	10
COc1ccccc1-c1nc2s/c(=C\c3cccs3)c(=O)n2n1	-10	0.9	0.8	0.9	1	3	46	18	0.9	11
COc1ccc(OC)c2[nH]c(=O)c(CCNC(=O)c3ccc(S(=O)(=O)N4CCCCC4)cc3)cc12	13	0.9	1	0.8	1.1	-5	-7	-1	0.9	17
CCCn1c(SCC(=O)N2c3ccccc3CCc3ccccc32)nc2c1c(=O)n(C)c(=O)n2C	27	0.9	1	0.9	1	-2	-7	3	1	15
Cc1nc(C(=O)O)nn1-c1ccc([N+](=O)[O-])cc1	-7	1	1	0.9	1	0	-6	0	1	6
Cc1nonc1OCCNC(=O)C12CC3CC(CC(C3)C1)C2	0	0.9	0.8	0.9	1	-4	-12	22	0.9	11
CCCCNC(=O)C1CCN(Cc2ccccn2)CC1	-4	0.9	0.9	0.8	1.1	-8	-9	6	0.9	18
CNC(=S)SCCOc1ccc(C)cc1	-9	0.9	0.7	0.8	1	2	34	32	0.9	24
Cc1cccc(-n2nc(C(=O)Nc3ccccc3)n3c(=O)cc(-c4ccccc4)nc23)c1	15	0.9	1	0.9	1	2	-4	0	1	8
CCSC1=C(C#N)C2(CCCCC2)C(C#N)C(=O)N1 (configuration not stated)	-6	1.1	0.8	0.9	1.1	-7	-1	19	1.1	10
CC1CCN(c2ncnc3ccccc23)CC1	31	1.1	0.9	0.9	1	0	-7	7	1.1	6
CC(=O)Nc1ccccc1C(=O)C(=O)Nc1ccc(Cl)cc1	2	1	0.9	1	1.1	-7	-12	11	1	-3
Cc1c(NC(=S)Nc2cccc(Cl)c2)c(=O)n(-c2ccccc2)n1C	2	0.7	1.1	0.9	1	-5	-12	-5	1	8
CC(N=c1ccccn1C(=O)Nc1ccc(F)cc1)c1ccco1 (configuration not stated)	16	1	0.8	0.9	1	-3	-9	24	0.9	14
O=C(Nc1ccc(N2CCN(C(=O)c3ccco3)CC2)cc1)c1ccc2c(c1)OCO2	-1	1.2	0.9	1	1	-3	-7	6	1.1	-3
C=CCc1cccc(C2Nc3ccccc3C(=O)N2O)c1O (configuration not stated)	-8	1.2	0.9	1	1	-5	-7	14	1.2	4

Compound profiles (already shown). Screens in order: L major viab	PMI act	bIAP activator	Diaphorase act	TNAP act hiacc	TNAP inh hi DEA	TNAP inh no acc	bIAP inhibitor	PMI act hi M6P	Diaphorase inh
O=C(Nc1nnc(-c2ccc(F)cc2)o1)c1cc(Cl)sc1Cl as listed: 62*	1.2	1	0.9	1	2	-41	2	1.2	10
Cc1ccccc1C(=O)Oc1ccc(Br)cc1C(=S)N1CCCC1 as listed: 27	0.9	0.6	0.9	1	-1	-8	37	1	9

Additional compounds:
SMILES	L major viab	PMI act	bIAP activator	Diaphorase act	TNAP act hiacc	TNAP inh hi DEA	TNAP inh no acc	bIAP inhibitor	PMI act hi M6P	Diaphorase inh
O=S1(=O)C=C(Oc2ccc(F)cc2)c2ccccc21	1	0.9	0.9	0.9	1	-2	-8	7	1	8
COc1cccc(NC(=O)CSc2nnc(Cn3cnc([N+](=O)[O-])n3)n2C)c1	-3	0.9	0.9	0.9	1	0	-2	11	0.9	14
CNc1ncc(C(=O)c2ccc(Cl)cc2)s1	-6	1	1	0.9	1	-4	0	-1	1	7
COc1cc(C(=O)Nc2cc(-c3cn4cccnc4n3)ccc2C)cc(OC)c1OC	13	1	1.2	1	1	-4	-20	-21	0.9	-4
CS(=O)(=O)N(CC(=O)Nc1ccc(S(=O)(=O)N2CCCC2)cc1)c1ccccc1	7	0.9	1	0.8	1.1	-6	-11	2	0.9	15
CCOc1ccc(NC(=O)CC2SC(=O)N(c3ccccc3)C2=O)cc1 (configuration not stated)	-7	1	0.7	1	0.9	5	45	32	1.1	4
COC(=O)c1cn(NC(=O)Cc2ccc(Cl)c(Cl)c2)c(=O)c2ccccc12	15	1	0.9	0.9	1	-1	-5	5	0.9	12
CCOC(=O)Cn1cc(C(=O)C(C)(C)C)c2ccccc21	1	1	1	1	1	-2	0	0	1	4
O=C(CCc1c[nH]c2ccccc12)N/N=C/c1ccc2c(c1)OCO2	3	1	1	0.9	1	0	-1	2	0.9	12
CCOC(=O)CN(C(=O)CSc1nnc(CNc2ccc(F)cc2)o1)c1ccccc1	14	0.9	1	0.8	1.1	-8	-5	-1	0.9	24
C=CCn1c(-c2ccc(Cl)cc2)cnc1SC(C)C(N)=O (configuration not stated)	0	1.1	0.8	1	1	4	16	17	1.1	-1
CCC(=O)Nc1ccc(N2CCCCC2)cc1	-2	1.2	1	1.2	1.1	-11	-7	3	1.2	-15
CN(CCc1nc2ccccc2[nH]1)Cc1nc(CC2CC2)no1	-5	1	0.9	0.8	1	-2	-3	7	1	25
C=C(C)Cc1c(C)c(C#N)c2nc3ccccc3n2c1N1CCCCC1	0	1	1.1	0.8	1.2	-17	-56	-8	1	22
COc1ccc(CCNC(=O)CCC(=O)N2CCN(S(=O)(=O)c3ccccc3)CC2)cc1OC	-4	0.8	1	0.9	1	3	-3	2	0.9	11
O=C1C2C3C=CC(CNS(=O)(=O)c4ccccc4[N+](=O)[O-])(O3)C2C(=O)N1c1ccccc1 (configuration not stated)	-8	1.3	1.1	0.9	1.1	-5	-10	-6	1.6	10
CC(C)OC(=O)CSc1nnc(SCc2cccc3ccccc23)s1	1	0.8	0.8	0.8	1	-3	-10	17	0.9	22
Cc1ccc(C)n1-c1cccc(C(=O)O)c1	nt	0.9	1	0.7	1	1	-5	1	1	26
Clc1cccc(N2CCN(Cc3nc(-c4ccccc4)no3)CC2)c1	0	0.8	0.9	0.8	1	-2	-18	7	0.8	20
Cc1cc(C)cc(N(C(=O)Cc2cccs2)C(C(=O)NC2CCCC2)c2ccc(C)o2)c1 (configuration not stated)	-6	0.9	1	0.8	1	-2	-10	1	0.9	21
COc1cccc(-n2c(Cc3cc(=O)[nH]c(=O)[nH]3)nnc2SCC(=O)N2CCC(C)CC2)c1	-1	1	1	1	1	3	-8	0	1	4
C=CCN1C(C(=O)c2ccccc2)=C(OC(=O)COc2ccccc2)c2ccccc2S1(=O)=O	10	1.1	1	1	1	3	-7	2	1.2	0
COc1cc(C2C(C#N)=C(N)Oc3n[nH]c(C)c32)cc2c1OCO2 (configuration not stated)	25	1	1	0.9	1	-3	10	-4	0.8	10

Screening results as filed in PubChem BioAssay.

The order is random; overall some 10% were active at least once.
